Assay outcomes as filed in PubChem.
H37Rv inhibition: M. tuberculosis growth inhibition, HTS (AID 449762); 330,000 compounds, 0.59% hits; inhibition, % at 25 µM; hits with a dose series show IC50 in µM; M. tuberculosis H37Rv growth inhibition, 7H9 media; higher % means a stronger effect; in the data active = a potency from the dose series; inconclusive = inhibition above about 70% without an active follow-up result;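 also: bacterial growth assessed after seven days of incubation; strong numbers were not always called active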
M. tuberculosis: growth inhibition of non-replicating M. tuberculosis (AID 488890); 320,000 compounds, 0.39% hits; Mycobacterium tuberculosis non-replicating, growth inhibition; higher % means a stronger effect; one-dose inhibition, % at 25 µM; IC50 in µM for titrated hits; in the data active = a potency from the dose series; inconclusive = inhibition mostly from about 82% at the one dose, without a potency; inactive = the rest, 99 in 100 with inhibition below about 76%;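 also: plate controls were DMSO cells for no effect and high antibiotic wells for full effect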
inhibitors of VEEV: inhibitors of VEEV TC-83 cytopathic effect, confirmation, Vero cells (AID 588727); Vero cells, VEEV TC-83 cytopathic effect inhibition; higher % means a stronger effect; 350,000 compounds, 0.13% hits; inhibition, % at 20 µM; hits with a dose series show IC50 in µM; in the data active = a potency from the dose series; inconclusive = inhibition mostly from about 14% at the one dose, without a potency; inactive = the rest, 99 in 100 with inhibition below about 12%; also: strong numbers were not always called active
H1N1 NS1A inhibition: H1N1 influenza NS1A inhibitors, functional cell based assay (AID 504329). NS1A functional cell-based assay, percent inhibition; higher % means a stronger effect. inhibition, % at 12.5 µM, or IC50 in µM where a hit was titrated. 340,000 compounds, 0.3% hits; in the data active = a potency from the dose series; inconclusive = inhibition above about 27% without an active follow-up result; also: strong numbers were not always called active
Salmonella PhoP GFP: Inhibition of PhoP regulon, Salmonella typhi GFP reporter cells, confirmation, 4 h (AID 1850) | Salmonella Typhi PhoP-promoter GFP reporter, fluorescence, 4 h; higher % means a stronger effect | inhibition, % at 50 µM, or IC50 in µM where a hit was titrated | 310,000 compounds, 0.33% hits; in the data active = a potency from the dose series; inconclusive = inhibition mostly from about 25% at the one dose, without a potency; inactive = the rest, 99 in 100 with inhibition below about 19%;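 also: 0% = induced wells with vehicle and 100% = uninduced wells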
inhibitors of VEEV 10K pilot screen: second read-out of inhibitors of VEEV, no call of its own (marks repeat the call); inhibition, %; measured here: 10K pilot screen inhibition
* = called active by the depositor; i = inactive; ? = inconclusive; . = no result given. Rows were taken by chance; any-hit rate near 1.5%.

SMILES | H37Rv inhibition | M. tuberculosis | inhibitors of VEEV | H1N1 NS1A inhibition | Salmonella PhoP GFP | others
CCC(=O)NC1=C(Cl)C(=O)C(NC(=O)CC)=C(Cl)C1=O | . | . | 0.1% | 25.1% | .
COc1ccc(C2=NN(C(C)=O)C(c3cccs3)C2)cc1OC (centres undefined) | 4.7% | 37.4% | i | 4.1% | -0.2%
Cc1ccccc1-n1c(C)nnc1SCC(=O)NNC(=O)c1ccccc1 | -4.8% | -1.5% | 1.5% | -8.1% | 2.8%
Cc1c(OCC(=O)NC(Cc2ccc(Cl)cc2)C(=O)O)ccc2c1oc(=O)c1ccccc12 (centres undefined) | -6.2% | -4.6% | 2.4% | -0.8% | 9.7%
COc1ccc(CNCCc2ccccc2F)c(OC)c1C | 6.3% | 17.4% | i | 5.5% | 12.1%
CCCNC(=O)c1ccc(N2CCC3(CC2)CC(c2cccc(Br)c2)=NO3)c(N)c1 | ? | 28.0% | 5.2% | 7.4% | -6.2%
CCn1cc(CCCC(=O)NCc2cccc(OC)c2)c2ccccc21 | 1.9% | 8.1% | 1.4% | 0.4% | 6.5%
O=C(Cc1ccccc1)N1CCN(S(=O)(=O)c2ccc([N+](=O)[O-])cc2)CC1 | 3.6% | 13.3% | i | 1.6% | 0.0%
Cc1coc2cc3oc(=O)c(CCC(=O)NCc4ccccn4)c(C)c3cc12 | 4.1% | 5.1% | 0.4% | -2.1% | 6.8%
COc1ccc(-c2csc(NC(=O)c3ccc(C(C)(C)C)cc3)c2C(=O)O)cc1 | 2.5% | 72.8% | i | . | -10.6%
CN1/C(=C\C(=O)c2oc3ccccc3c2N)C(C)(C)c2ccccc21 | -2.8% | 6.4% | 7.1% | -0.1% | 9.7%
Cc1ccc(OC(=O)c2sc(Cl)nc2C)cc1C | 11.5% | ? | i | -3.7% | -22.8%
CN(Cc1cccc([N+](=O)[O-])c1)Cc1cccc2ccccc12 | 5.4% | -0.3% | 1.5% | -81.2% | -1.8%
Cn1cccc1C(C#N)(CC#N)c1cccc(F)c1C#N (centres undefined) | -9.5% | -9.3% | 1.9% | -2.3% | 16.4%
COC(=O)CNC(=O)Cc1c(C)n(C(=O)c2ccc(Cl)cc2)c2ccc(OC)cc12 | -1.8% | 26.3% | 0.3% | 8.0% | -3.5%
CCCc1[nH]nc2c1C(Cc1ccccc1)C(C#N)=C(N)O2 (centres undefined) | -2.9% | 8.2% | 5.0% | -4.8% | -1.4%
CCNC(=S)Nc1ccc(Cl)c([N+](=O)[O-])c1 | 0.0% | ? | 0.4% | 5.6% | 3.6%
COc1ccccc1N(CC(=O)Nc1ccccc1C(F)(F)F)S(=O)(=O)c1cccs1 | -8.9% | 15.8% | 3.3% | -1.9% | .
CC1CCCN(C(=O)c2ccc(S(=O)(=O)N3CCC(c4nc5ccccc5s4)CC3)cc2)C1 (centres undefined) | 5.2% | 3.2% | 1.5% | 16.1% | 17.6%
COc1ccc(CCNC(=O)C(=O)N/N=C/c2cccs2)cc1OC | 0.2% | -1.7% | 0.7% | -7.0% | 4.6%
NC(=O)C1CCN(c2nc(-c3ccccc3C(F)(F)F)cs2)CC1 | 1.9% | 21.4% | 1.7% | 3.4% | .
CCc1ccc(NC(=O)CSc2nc3ccccc3nc2N2CCCC2)cc1 | -4.2% | 3.2% | 1.0% | -17.4% | -2.6% | inhibitors of VEEV 10K pilot screen=0.8
CC(C)C(C(=O)NC1CCCCC1)N(CC1CCCO1)C(=O)CNS(=O)(=O)c1ccc(F)cc1 (centres undefined) | -3.4% | -0.6% | 0.1% | 7.5% | 8.7%
Oc1ccc(CN2CCN(c3ncccn3)CC2)cc1 | -0.6% | -2.5% | i | -3.2% | -1.2%
COc1ccc(C2CC2/C(C)=N/OC(=O)C2CC2)cc1 (centres undefined) | 68.7% | 37.5% | 0.1% | -2.7% | -6.6%
SMILES | H37Rv inhibition | M. tuberculosis | inhibitors of VEEV | H1N1 NS1A inhibition | Salmonella PhoP GFP | others
CCCOc1ccccc1NP(=O)(Oc1ccccc1)Oc1ccccc1 | 5.8% | 6.6% | 7.6% | 7.7% | -13.2%
Cc1noc(C)c1C(=O)OCC(=O)NCCc1ccccc1 | -8.3% | -12.3% | 2.0% | -11.3% | .
Cc1c(C(=O)N2CCN(Cc3cccs3)CC2)oc2ccccc12 | 3.7% | 44.6% | 1.5% | 0.5% | .
Cc1ccccc1OCC(=O)N(Cc1cccs1)C1CCS(=O)(=O)C1 (centres undefined) | -24.3% | -3.0% | i | -0.8% | -14.0%
CCOc1cc(C(=O)Nc2ccc(N3CCN(S(C)(=O)=O)CC3)cc2)cc(OCC)c1OCC | 0.8% | 3.1% | 0.3% | -5.8% | -16.8%
Cc1cc(C(=O)CN2C(=O)NC3(CCCCC3C)C2=O)c(C)n1Cc1cccs1 (centres undefined) | 2.9% | 26.1% | 0.9% | 27.8% | 11.5%
CCc1nnc(N/N=C/c2ccc(N3CCC(C)CC3)c([N+](=O)[O-])c2)n1N | ? | 3.83µM* | 0.2% | 10.5% | -10.5%
C=CCn1c(SCC(=O)c2ccc(F)cc2)nnc1-c1ccc2c(c1)OCO2 | -3.0% | 34.0% | 2.8% | 4.4% | -13.2%
CCCCN(C(=O)CNC(=O)c1ccco1)C(C(=O)NC1CCCCC1)c1cccnc1 (centres undefined) | 7.1% | -10.3% | i | 5.2% | 6.8%
COc1ccc(C)cc1NC(=O)c1ccc(-c2ccc(C(C)=O)cc2)o1 | 5.5% | 9.7% | 9.6% | 5.8% | -16.6%
COCCN=C1OC(=O)N2C(=O)C3=C4[C@@H](C[C@H]5C(=O)N(c6ccccc6)C(=O)[C@H]5[C@H]4[C@@]12Cc1ccccc1)[C@H]1C(=O)N(c2ccccc2)C(=O)[C@H]1[C@H]3C | -1.4% | 11.4% | 0.3% | -11.8% | 0.4%
COc1ccccc1CC(=O)Nc1ccc2c(C)cc(=O)oc2c1 | 0.6% | -6.6% | 0.5% | 4.4% | -10.4%
COc1cc(CNc2ccc(N3CCOCC3)cc2)cc(Br)c1OC | 3.0% | 34.2% | 3.6% | 11.4% | -6.9%
Cc1cccc2c1OCC/C2=N\NC(=O)COc1ccccc1 | -11.8% | 46.2% | i | -0.1% | -6.2%
CC(Sc1ccccn1)C(=O)Nc1ccc2c(c1)OCO2 (centres undefined) | -6.8% | 16.5% | 3.5% | 2.4% | .
Clc1ccc2nc(-c3cccc(SC4CCCCC4)c3)c(NCc3ccccc3)n2c1 | 5.7% | 9.8% | i | -5.7% | 1.2% | inhibitors of VEEV 10K pilot screen=1.4
O=C(CCc1c[nH]c2ccccc12)N1CCN(c2ccc(F)cc2)CC1 | -1.9% | 4.2% | 2.0% | 0.4% | -9.9%
O=C(NCCc1ccc(C(F)(F)F)cc1)C1CC(=O)N(Cc2ccccc2)C1 (centres undefined) | -3.5% | 17.1% | 0.3% | -7.2% | .
Cc1ccc2c(Cl)cc(Cl)c(O)c2n1 | . | . | >25µM* | -8.9% | .
O=C(Nc1ccccc1Oc1ccccc1)c1cccs1 | 5.4% | 54.1% | 0.7% | -6.6% | -0.7%
c1coc(-c2nc(-c3ccco3)c(-c3ccco3)nc2-c2ccco2)c1 | 3.9% | 2.8% | i | -1.5% | 2.1%
CCNc1nc(NCC)n2c(SCC(=O)Nc3ccccc3C(F)(F)F)nnc2n1 | 4.5% | 0.0% | 4.2% | -6.7% | 2.9%
O=C(C1CCCCN1S(=O)(=O)c1ccccc1)N1CCN(Cc2ccccc2)CC1 (centres undefined) | -0.2% | 1.5% | 0.1% | -3.2% | 2.0%
CC(C)Cc1nc2oc3c(NCCCN4CCOCC4)ncnc3c2c2c1CCC2 | 9.1% | 25.8% | 6.6% | -1.9% | 0.8%
CC1=C(C(N)=O)C(c2cccc(O)c2)n2nc(CCCO)nc2N1 (centres undefined) | -6.1% | 10.2% | 3.4% | 2.2% | -5.5%
SMILES | H37Rv inhibition | M. tuberculosis | inhibitors of VEEV | H1N1 NS1A inhibition | Salmonella PhoP GFP | others
O=C(CCCCCn1nnc2ccccc2c1=O)N[C@H](C(=O)O)c1ccccc1 | 0.2% | -18.2% | i | -0.7% | 4.4%
COc1ccc2c(c1)C(=NNC(=O)c1ccccn1)c1cc(OC)ccc1-2 | 8.3% | 19.1% | 12.9% | -2.2% | -7.7%
CCOC(=O)CSC1=C(C#N)C(c2ccc3c(c2)OCO3)CC(=O)N1 (centres undefined) | 0.5% | 1.0% | 0.0% | 8.4% | -3.0% | inhibitors of VEEV 10K pilot screen=7.0
COc1ccc(C(CC(=O)NCC(OC)OC)NS(=O)(=O)c2ccc(Cl)cc2)cc1 (centres undefined) | 5.9% | -0.8% | 0.1% | 7.2% | -2.9%
CC1C(=O)C(C)C(c2ccc(O)cc2)NC1c1ccc(O)cc1 (centres undefined) | 0.0% | 2.3% | 0.2% | -8.2% | -13.1%
Cc1nnc(NC(=O)C2CCCN2C(=O)Nc2ccccc2)s1 (centres undefined) | -3.5% | -21.0% | 1.6% | 5.0% | 2.3%
O=C(Cn1c(=O)n(Cc2ccco2)c(=O)c2c3c(sc21)CCCCC3)c1ccccc1 | -6.6% | -0.6% | 1.7% | 7.3% | -16.3%
COc1ccc(S(=O)(=O)N2CCCCC2)cc1-n1cnnn1 | -9.8% | -0.8% | 0.8% | -4.6% | 5.4%
CC1(C)CC(NC(=S)Nc2ccc([N+](=O)[O-])cc2)CC(C)(C)N1 | 8.2% | 15.6% | 3.6% | 4.7% | -3.4%
COc1ccc(C)cc1NC(=O)CSc1nnnn1C1CCCC1 | 2.8% | 5.6% | 1.8% | 8.7% | -3.2%
CN(C)S(=O)(=O)c1cccc(COC(=O)c2cnccn2)c1 | -12.4% | 9.4% | 0.2% | -11.6% | 5.0%
O=C(CCCCCN1C(=O)c2ccccc2C1=O)Nc1ccc(C(=O)O)cc1 | 4.8% | -3.5% | i | -30.0% | -6.0%
O=C(CSc1nnc(C2CC2)n1-c1ccccc1)N1CCCC1 | 3.0% | -5.3% | 0.7% | -3.1% | .
Cc1cc(NC(=O)c2ccc(Cl)cc2)c(C(C)C)cc1O | 0.2% | 22.6% | 0.8% | -1.2% | -3.7%
CCCc1cc(=O)[nH]c(SCc2ccc(F)cc2)n1 | 11.8% | 13.1% | 1.0% | -5.0% | 2.2%
CCOc1ccc(/C=C2/SC(=S)N(CCC(=O)Nc3ccc(C(=O)O)cc3)C2=O)cc1 | -3.9% | 6.9% | 5.4% | 7.0% | -11.5%
COc1cc(CCC(=O)NCCc2ccc(F)cc2)cc(OC)c1OC | -5.4% | 17.0% | 1.4% | 3.3% | -1.8%
O=C(COC(=O)c1ccccc1O)NCCC1=CCCCC1 | 4.2% | ? | 0.9% | 1.4% | 7.5%
CCC(C)NC(=O)/C=C/c1ccc(S(=O)(=O)NCc2ccco2)cc1 (centres undefined) | -1.3% | 24.8% | 1.8% | 8.3% | 7.9%
Cc1ccc(OCC(=O)Nc2ccccc2[N+](=O)[O-])c(Br)c1 | -1.0% | 12.7% | 1.9% | 2.4% | -3.0%
CCN(CC)C(=O)Cn1cc([N+](=O)[O-])cc1[N+](=O)[O-] | . | . | 4.0% | -16.2% | .
Cc1ccnc(NC(=O)CNC(=O)C23CC4CC(CC(C4)C2)C3)c1 | -7.1% | 18.5% | 1.5% | -4.2% | 15.0%

Of the compounds above, 7 have a nitro group on carbon:
SMILES | H37Rv inhibition | M. tuberculosis | inhibitors of VEEV | H1N1 NS1A inhibition | Salmonella PhoP GFP | others
O=C(Cc1ccccc1)N1CCN(S(=O)(=O)c2ccc([N+](=O)[O-])cc2)CC1 | 3.6% | 13.3% | i | 1.6% | 0.0%
CN(Cc1cccc([N+](=O)[O-])c1)Cc1cccc2ccccc12 | 5.4% | -0.3% | 1.5% | -81.2% | -1.8%
CCNC(=S)Nc1ccc(Cl)c([N+](=O)[O-])c1 | 0.0% | ? | 0.4% | 5.6% | 3.6%
CCc1nnc(N/N=C/c2ccc(N3CCC(C)CC3)c([N+](=O)[O-])c2)n1N | ? | 3.83µM* | 0.2% | 10.5% | -10.5%
CC1(C)CC(NC(=S)Nc2ccc([N+](=O)[O-])cc2)CC(C)(C)N1 | 8.2% | 15.6% | 3.6% | 4.7% | -3.4%
Cc1ccc(OCC(=O)Nc2ccccc2[N+](=O)[O-])c(Br)c1 | -1.0% | 12.7% | 1.9% | 2.4% | -3.0%
CCN(CC)C(=O)Cn1cc([N+](=O)[O-])cc1[N+](=O)[O-] | . | . | 4.0% | -16.2% | .
